C2C12 statin: suppressors of statin myotoxicity in C2C12 myotubes, primary screen, cell-based, single point, plate reader; C2C12 myotubes + simvastatin, ATP luminescence, 48 h; scaled: DMSO 0, geranylgeraniol control 100; rescue of ATP level, % at 7.49 µM; 330,000 tested, 0.78% active;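 active means mean ATP rescue above about 67%, or every replicate alone reaching that limit, limit read from the data, passing the limit was not always enough; inconclusive means no clear call, values can overlap the other calls; inactive means mean under the limit and some replicate under it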;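 further: myotubes were challenged with 10 µM simvastatin during compound exposure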
ERAP1 HTS inh: human ERAP1 aminopeptidase inhibitors, primary screen, biochemical, single point, plate reader. Endoplasmic reticulum aminopeptidase 1 (Homo sapiens), Q9NZ08. recombinant ERAP1, Leu-AMC fluorescence, 60 min. inhibition, % at 10.7 µM. 340,000 tested, 0.15% active;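 active means mean replicate inhibition of at least 30%, or all replicates individually reaching that 30% level; inactive means mean below 30% and not every replicate reaching it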;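 further: 0% = neutral control wells and 100% = L-leucinethiol positive control wells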
Target sequence (Q9NZ08 whole entry, looked up): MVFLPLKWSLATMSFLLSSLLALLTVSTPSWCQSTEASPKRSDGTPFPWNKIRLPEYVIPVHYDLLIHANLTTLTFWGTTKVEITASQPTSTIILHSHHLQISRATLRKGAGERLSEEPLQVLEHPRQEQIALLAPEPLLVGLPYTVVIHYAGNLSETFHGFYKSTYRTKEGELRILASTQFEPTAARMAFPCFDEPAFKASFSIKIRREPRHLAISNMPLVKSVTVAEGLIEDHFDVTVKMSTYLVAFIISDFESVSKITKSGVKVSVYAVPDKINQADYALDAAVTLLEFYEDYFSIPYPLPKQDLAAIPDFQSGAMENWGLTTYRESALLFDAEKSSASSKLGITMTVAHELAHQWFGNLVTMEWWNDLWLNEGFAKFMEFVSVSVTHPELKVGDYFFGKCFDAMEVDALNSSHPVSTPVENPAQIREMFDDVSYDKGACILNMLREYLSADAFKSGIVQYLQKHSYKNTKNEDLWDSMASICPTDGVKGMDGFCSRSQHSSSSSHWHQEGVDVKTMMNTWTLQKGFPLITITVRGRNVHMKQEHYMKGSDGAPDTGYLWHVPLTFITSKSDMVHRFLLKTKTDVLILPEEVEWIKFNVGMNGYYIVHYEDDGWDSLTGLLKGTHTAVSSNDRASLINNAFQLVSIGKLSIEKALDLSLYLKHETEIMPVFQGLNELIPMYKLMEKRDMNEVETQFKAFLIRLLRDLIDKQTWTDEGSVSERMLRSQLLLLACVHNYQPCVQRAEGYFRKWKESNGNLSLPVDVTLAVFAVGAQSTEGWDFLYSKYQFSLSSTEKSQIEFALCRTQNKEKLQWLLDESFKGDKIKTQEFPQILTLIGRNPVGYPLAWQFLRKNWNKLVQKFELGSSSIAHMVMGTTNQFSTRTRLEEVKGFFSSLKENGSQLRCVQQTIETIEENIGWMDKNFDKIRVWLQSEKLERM
S100A4 MyoIIA: inhibitors of S100A4-myosin IIA peptide binding, primary screen, biochemical, fluorescence polarization, TAMRA-MyoIIA peptide. Protein S100-A4 (Homo sapiens), P26447. inhibition, % at 10.7 µM. 360,000 tested, 0.14% active. AID 652163, 2013;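 active means mean inhibition of at least 70% across replicates, with every replicate also reaching that level; inconclusive means mean inhibition reaches 70% but some replicates fall short; inactive means mean inhibition below 70%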
Target sequence (P26447 whole entry, looked up): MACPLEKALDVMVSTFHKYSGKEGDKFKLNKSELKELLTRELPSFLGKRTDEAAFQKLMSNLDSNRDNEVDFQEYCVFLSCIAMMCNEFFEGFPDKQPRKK
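Material: S100A4 monomer (human). Medium: Calcium-containing HEPES buffer, pH 7.2. Probe or stimulus: labelled myosin peptide probe, 5 nM. Compound dosing: one concentration per compound. Timing: polarization read 5 min after assay mix addition, stable 5–60 min. Benchmarks: DMSO as neutral control, TFP as positive control.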
XiGFP reactiv: activators of inactive X chromosome reactivation, primary screen, imaging, XiGFP fibroblasts, GFP high-content imaging, set 2 | XiGFP mouse fibroblasts, % GFP-positive cells imaging, 3 d; cells co-treated with 5-aza-dC sensitizer; scaled so ellipticine positive control = 100% | activation, % at 7.58 µM | 360,000 tested, 0.055% active | AID 743238, 2013;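 active means mean normalized replicate activation at least 10% and every replicate at or above 10%; inconclusive means only one of the two criteria met; inactive means mean below 10% and not all replicates reach 10%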;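 further: 0% = median of on-plate neutral control wells and 100% = ellipticine 6 µM median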
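Schedule: 3 d treatment, 15 min room-temperature fixation; system: 68-5-11 XiGFP fibroblast line; buffer or medium: DMEM plus 5-aza-dC sensitizer; control set: ellipticine 6 µM positive control; compound: one concentration, pinned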
SIRT5 block: SIRT5 desuccinylase inhibitors, primary screen, biochemical, fluorescence imaging, single point, set 5 | inhibition, % at 15 µM | AID 652115, 2013 | 330,000 tested, 1.1% active | Purified SirT5, succinyl-peptide AMC, trypsin-coupled fluorescence; in the data active means inhibition above about 15%; inconclusive means no clear call, values can overlap the other calls
Cneo AK release: Cryptococcus neoformans cell lysis inducers, primary screen, AK release luminescence, single concentration; C. neoformans lysis, adenylate kinase release luminescence, 4 h; normalised: neutral wells 0, clomiphene wells 100; lysis activity, % at 15 µM; 360,000 tested, 0.2% active; AID 651654, 2012;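 active means mean lysis activity across replicates of at least 80%, whatever share of replicates individually reach that level; inactive means mean lysis activity below 80%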
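Schedule: static 4 h at 37 °C with compound, 1 h detection; system: C. neoformans cells; benchmarks: Clomiphene as positive control; buffer or medium: fresh YPD medium; measure: luminescence rise reflecting yeast cell lysis; measured by: luminescent adenylate kinase detection reagent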
LGR2 antag: inhibitors of bursicon-induced LGR2 CRE-luciferase signal, primary screen, cell-based, HEK293, CRE-luciferase reporter, bursicon stimulation | bursicon-stimulated, 4 h | AID 720647, 2013 | 380,000 tested, 0.35% active | inhibition, % at 9.99 µM;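 active means drop in luminescence signal, shown as inhibition above about 50% in the replicate tests, limit read from the data, passing the limit was not always enough; inconclusive means probably only some replicates passing the limit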;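 further: agonist challenge used bursicon conditioned medium at about half maximal strength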
PGC1a acetyl inh: inhibitors of PGC1a acetylation signal, primary screen, cell-based, U2OS, AlphaScreen, inhibitor mode | AID 651687, 2012 | inhibition, % at 15.6 µM | AlphaScreen anti-acetyl-lysine; with virally co-expressed GCN5 acetyltransferase | 350,000 tested, 0.17% active;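 active means every replicate shows inhibition of at least 40%; inconclusive means mean inhibition at least 40% but some replicate below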;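 further: 0% = neutral control wells and 100% = positive control wells; some results beyond the cut were filed as inactive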
Numbers without * were called inactive; ? = inconclusive; / = not tested or not shown; & = joins results of further samples. An excerpt. The share of hits here may be higher or lower than overall.

SMILES	C2C12 statin	ERAP1 HTS inh	S100A4 MyoIIA	XiGFP reactiv	SIRT5 block	Cneo AK release	LGR2 antag	PGC1a acetyl inh
CNC(=O)C[C@H]1CC[C@H]2[C@H](COc3ccc(NC(=O)c4ccccc4OC)cc3C(=O)N2C)O1	-23	-3	3	0.1	-3	44	-9	1
CO[C@@H]1CN(C)C(=O)c2cc(NS(=O)(=O)c3cn(C)cn3)ccc2OC[C@H](C)N(C)C[C@H]1C	5	/	/	-0.2	/	/	21	3
CN(C)c1ccc2c(c1)[C@H]1C[C@H](CC(=O)NCC3CC3)O[C@H](CO)[C@H]1O2	-2	-1	15	0.3	4	39	12	-16
CC1CN(c2ccc(C(=O)c3ccccc3C(=O)O)cc2[N+](=O)[O-])CC(C)O1 (stereo unspecified)	0	5	0	0.1	1	-4	17	1
Fc1cc(NC(=S)NCc2ccc(CNC(=S)Nc3ccc(Cl)c(F)c3)cc2)ccc1Cl	-17	/	1	-0.2	-5	-3	-6	6
Cc1ccc(S(=O)(=O)N(C)C[C@@H]2Oc3c(NS(=O)(=O)c4ccccc4)cccc3C(=O)N([C@@H](C)CO)C[C@@H]2C)cc1	/	-1	-3	-1.1	5	-5	-20	-7
COc1ccccc1NC(=O)Nc1nc(CC(=O)Nc2ccc(OC)c(OC)c2)cs1	-12	2	0	0.0	-2	-1	21	/
O=C(C1=C[C@H](C2CC2)C[C@H](OCc2ccc(CO)cc2)O1)N1CCOCC1	1	-3&-1	2&-8	0.0	2&-4	34&-1	13	6
CCOc1ccccc1CNC(=O)c1ccc2nc(N3CCOCC3)sc2c1	16	-6	-2	-0.1	5	0	-16	-1
COc1cc(/C=C(\C#N)c2nc3ccccc3o2)ccc1O	/	-1	-9	18*	4	-4	-1	-6
COc1ccc(C(CC(=O)c2ccccc2)CC(=O)c2ccccc2)cc1OC	/	2	0	0.1	3	/	14	1
COc1ccc(C)cc1NC(=O)CCNS(=O)(=O)c1ccc2c(c1)CCC(=O)N2	-8	-1	1	0.0	0	2	4	4
COCC(=O)N[C@@H]1C=C[C@H](CC(=O)NCc2ccccc2OC)O[C@H]1CO	0	-1	-4	0.8	1	3	11	3
C[C@H](CO)N1C[C@H](C)[C@H](CN(C)S(=O)(=O)c2ccc(F)cc2)Oc2ccc(NS(=O)(=O)c3ccc(F)cc3)cc2C1=O	42	2	-1	0.5	3	2	-8	-10
C[C@@H](CO)NC(=O)c1ccc2c3n(nc2c1)-c1ccc(Cl)cc1CO3	13	/	/	0.0	/	-6	-77	/
CC(C)(CNS(C)(=O)=O)SCc1ccc(Cl)cc1	/	-1	9	0.0	0	/	21	-4
Cc1cc(C)c2c(N)c(C(=O)Nc3ccccc3Br)sc2n1	-13	0	0	0.1	-1	-1	-44	2
CC1CCc2c(C(=O)OCC(=O)Nc3cccc(S(=O)(=O)N4CCCCCC4)c3)csc2C1 (stereo unspecified)	/	0	-3	-0.1	-2	/	6	/
COc1ccc(N2CCN(C(CNC(=O)C3CCCCC3)c3ccco3)CC2)cc1 (stereo unspecified)	10	0	3	0.6	-10	-3	3	-12
CCOCCCN(C)C1CCN(C(=O)c2oc3ccccc3c2NC(=O)COc2ccc(F)cc2)CC1	-13	-4	-6	0.0	-5	1	-15	-6
C[C@H]1CN([C@@H](C)CO)S(=O)(=O)c2ccc(C#CC3CC3)cc2O[C@H]1CN(C)Cc1ccccc1	-4	-2	-19	-1.1	-1	0	-8	-20
O=[N+]([O-])c1ccc2c(c1)CO[C@@]21O[C@H](CCO)C[C@H](O)[C@H]1O	-3	/	5	0.0	2	2	7	-8
Cc1ccc(NC(=O)CCCn2nc(C)c3c(C)n(-c4ccccc4)nc3c2=O)cc1C	-7	-4	0	0.2	-5	-1	-1	/
O=C(CNC(=O)c1ccccc1)Oc1cccc(Cl)c1	/	0	-4	0.3	0	-1	-3	12
C[C@@H]1CN([C@@H](C)CO)C(=O)c2cccc(NS(=O)(=O)c3ccc(Cl)cc3)c2O[C@H]1CN(C)C	1	-2	2	0.0	0	-4	-12	0
O=C(O)c1cccc2c1C(=O)c1ccccc1-2	8	-3	-7	0.0	0	/	8	-5
CCCCOC(=O)c1ccc(O)cc1	9	-3	27	-0.1	-6	6	-16	8
O=C1C2CCCN2C(c2cccc(F)c2)N1c1cccc(Cl)c1 (stereo unspecified)	3	-2	-4	0.3	/	-3	2	/
COc1cc(NS(=O)(=O)c2c(C(=O)N3CCOCC3)c(C)n(C)c2C)cc(OC)c1OC	2	0	-10	0.0	0	-1	13	9
COCC#Cc1ccc2c(c1)O[C@@H](CN(C)Cc1ccncc1)[C@H](C)CN([C@H](C)CO)S2(=O)=O	-41	-1	-5	-1.0	-4	-2	-16	6
COc1cccc(S(=O)(=O)Nc2ccc3c(c2)[C@H]2C[C@@H](CC(=O)NC4CCCCC4)O[C@@H](CO)[C@H]2O3)c1	1	-5	-1	0.3	4	101*	-11	-12
Cc1ccc(-c2ccc([C@@H]3[C@@H](CO)N4C(=O)CN(C(=O)Nc5ccc(F)cc5)C[C@H]34)cc2)cc1	/	-1	-7	0.0	-3	/	-3	4
C/C(=N\NC(=O)CNC(=O)c1ccc2c(c1)OCCO2)c1ccco1	/	2	-6	0.0	-3	/	7	/
C[C@@H]1CN([C@H](C)CO)C(=O)c2cc(-c3cccnc3)cnc2O[C@@H]1CN(C)Cc1ccc(-c2ccccc2)cc1	5	0	5	-0.5	4	-14	-11	-8
C[C@H]1CN([C@@H](C)CO)C(=O)c2cc(/C=C/c3ccccc3)cnc2O[C@@H]1CN(C)C(=O)Nc1ccccc1F	?	-2	-7	4.9	-13	11	2	8
O=C(NC1CCCCC1)c1cccnc1C(=O)O	13	/	/	/	/	2	14	?
Cc1noc(C)c1S(=O)(=O)Nc1ccc2c(c1)CC(=O)N([C@@H](C)CO)C[C@@H](C)[C@H](CN(C)Cc1ccncc1)O2	-10	4	-7	-0.8	-3	54	1	0
O=C1CCN(Cc2ccc(Br)cc2)CCN1[C@H](CO)Cc1ccccc1	21	1	6	0.0	/	4	-5	12
C[C@H](CO)N1C[C@H](C)[C@H](CN(C)C(=O)Nc2cccc3ccccc23)OCCCC[C@H](C)Oc2ccc(NS(=O)(=O)c3ccc(Cl)cc3)cc2C1=O	135*	-1	1	-0.1	7	-2	-11	-6
COc1ccc(S(=O)(=O)Nc2ccc3c(c2)C(=O)N([C@@H](C)CO)C[C@@H](C)[C@H](CN(C)C(=O)Nc2ccc(F)cc2)OCCCC[C@@H](C)O3)cc1	-5	2	-19	-0.1	8	-7	7	9

Looked up by structure from the entries so far, two records:
SMILES	C2C12 statin	ERAP1 HTS inh	S100A4 MyoIIA	XiGFP reactiv	SIRT5 block	Cneo AK release	LGR2 antag	PGC1a acetyl inh
C/C(=N\NC(=O)CNC(=O)c1ccc2c(c1)OCCO2)c1ccco1	/	2	-6	0.0	-3	/	7	/
Cc1noc(C)c1S(=O)(=O)Nc1ccc2c(c1)CC(=O)N([C@@H](C)CO)C[C@@H](C)[C@H](CN(C)Cc1ccncc1)O2	-10	4	-7	-0.8	-3	54	1	0

Continued:
SMILES	C2C12 statin	ERAP1 HTS inh	S100A4 MyoIIA	XiGFP reactiv	SIRT5 block	Cneo AK release	LGR2 antag	PGC1a acetyl inh
CCCN1[C@@H]2c3ccc(-c4ccncc4)c(=O)n3C[C@H]1[C@H](CO)[C@H]2C(=O)NCCc1cn(C)cn1	-7	-2	7	0.4	-3	-4	7	/
CCCCCn1c(=O)[nH]c2cc(C(=O)N3CCN(c4ccc(C(C)=O)cc4)CC3)ccc2c1=O	-10	2	-1	0.3	-4	1	0	/
COC(=O)C[C@@H]1CC[C@@H]2[C@@H](COc3ccc(NC(=O)NC(C)C)cc3C(=O)N2C)O1	-17	1	13	0.3	-5	4	-6	-3
C[C@H](CO)N1C[C@H](C)[C@@H](CN(C)Cc2ccc3c(c2)OCO3)OCCCC[C@H](C)Oc2ccc(N(C)C)cc2C1=O	/	/	/	-0.1	4	/	25	-7
COc1ccc(NC(=O)N[C@@H](CCSC)C(=O)O)cc1OC	-1	-2	-3	-0.1	19*	0	12	2
Nc1c(Cl)c(Cl)nc(C(=O)N/N=C/c2cccnc2)c1Cl	/	-8	7	0.6	0	0	6	19
C[C@@H]1CN([C@@H](C)CO)C(=O)Cc2cc(NC(=O)c3ccncc3)ccc2O[C@@H]1CN(C)S(=O)(=O)c1ccccc1	4	6	0	-0.1	-1	-50	-22	0
C#Cc1cccc(NC(=O)Cc2cccs2)c1	10	4	-1	0.0	-2	3	-10	0
COc1ccc(NC(C)C(=O)Nc2cc(C(F)(F)F)ccc2N2CCOCC2)c(OC)c1 (stereo unspecified)	/	-1	13	0.2	-6	2	16	-4
COc1ccc(NC(=O)Nc2cccc3c2O[C@@H](CN(C)S(=O)(=O)c2ccc(C)cc2)[C@@H](C)CN([C@H](C)CO)C3=O)cc1	-47	-2	-6	-1.5	12	-7	/	-3
CC(C)C(=O)Nc1ccc2c(c1)C(=O)N(C)[C@@H]1CC[C@@H](CC(=O)NCCCN(C)C)O[C@@H]1CO2	-10	0	6	0.7	-1	0	-13	8
CCCCN1CC(=O)N2[C@H]3c4cc(C)ccc4OC[C@@H]3[C@H](c3ccccc3)[C@]2(C)C1=O	10	13	2	0.0	-1	-4	-2	/
NC(=O)c1ccc(Nc2ccc3c(c2)CCC3)c([N+](=O)[O-])c1	-16	3	-1	0.3	28*	-1	-16	/
COc1ccc(-c2n[nH]c(=S)n2-c2ccc3c(c2)OCCO3)cc1	/	/	/	0.0	/	1	-3	8
COc1cc(OC)c2c(OC)cccc2n1	/	-1	6	0.0	-6	-3	-6	3
Clc1ccc(C#Cc2cccnc2)cc1	-9	-1	1	0.0	/	-3	-162	10
O=C(COC(=O)CCc1c[nH]c(=O)[nH]1)Nc1cccc(Cl)c1	-7	-3	3	/	-2	-1	0	14
O=C(Nc1ccc(F)cc1)N1CCN(c2ncccn2)CC1	-6	-2	-3	0.2	1	/	17	-5
CCOC(=O)c1cn(CC(=O)Nc2cccc(F)c2)nn1	/	-4	-5	0.0	-3	/	3	/
O=S(=O)(/N=C(/Nc1cccc2ccccc12)c1ccccc1)c1ccc(Br)cc1	31	-1	3	0.0	0	-3	4	4
CCC(=O)N(C)C[C@H]1Oc2cc(C#Cc3ccccn3)ccc2S(=O)(=O)N([C@H](C)CO)C[C@@H]1C	-7	-2	5	0.0	-2	0	-21	-1
COc1cccc(Oc2ccc(S(=O)(=O)N3CCCC3)cc2[N+](=O)[O-])c1	-7	-2	-3	0.0	1	-2	-2	14

Screening data deposited in PubChem by Broad Institute.
